Screening data deposited in PubChem by several laboratories.
SKN-1 inh: suppressors of acrylamide-induced Pgst-4::GFP reporter in worms, primary screen, SKN-1 inhibitor project, whole organism, uHTS, GFP/RFP fluorescence ratio, strain VP596 | C. elegans VP596 Pgst-4::GFP/RFP ratio, 24 h | inhibition, % at 21.8 µM | actives 0.49% (n = 360,000);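 active = interference check ratio from 0.5 to 1.5 plus GFP to RFP signal ratio inhibition reaching or exceeding a fixed threshold, cut at about 30% in these data, passing the limit was not always enough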; note: some compounds called inactive have numbers as strong as hits
NadD block: inhibitors of S. aureus NadD, primary screen, biochemical, colorimetric, uHTS; purified NadD enzyme, colorimetric absorbance read-out; actives 0.78% (n = 360,000); Nicotinate-nucleotide adenylyltransferase NadD (Staphylococcus aureus N315); inhibition, % at 20 µM; in the data active = inhibition above about 26%; note: some compounds past the cut are filed as inactive
CSN deneddyl inh: inhibitors of CSN-mediated cullin deneddylation, primary screen, biochemical, fluorescence polarization, uHTS; actives 0.38% (n = 360,000); COP9 signalosome complex subunit 5 (Homo sapiens), Q92905; AID 651999, 2013; Purified CSN, SCF-Nedd8-OG deneddylation; inhibition, % at 12.5 µM;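 active = pattern-corrected inhibition above about 35%, with an unprinted fluorescence ratio check between 0.5 and 1.5, limit read from the data, passing the limit was not always enough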;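 note: 0% = enzyme with substrate and 100% = substrate without enzyme; some results filed as inactive read as strong as hits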
Target sequence (Q92905 whole entry, looked up, one chain of several): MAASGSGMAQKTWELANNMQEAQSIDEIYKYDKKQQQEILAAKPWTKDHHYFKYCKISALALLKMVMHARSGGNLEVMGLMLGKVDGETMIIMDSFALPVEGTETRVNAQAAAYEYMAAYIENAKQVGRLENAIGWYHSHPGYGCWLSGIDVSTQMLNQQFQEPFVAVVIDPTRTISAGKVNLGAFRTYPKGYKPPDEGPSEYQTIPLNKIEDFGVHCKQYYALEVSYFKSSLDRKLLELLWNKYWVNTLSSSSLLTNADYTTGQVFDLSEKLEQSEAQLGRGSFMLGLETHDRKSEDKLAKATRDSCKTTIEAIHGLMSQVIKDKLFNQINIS
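Assay system: HEK293T-derived human Csn5 enzyme; quantity: 0.24 nM enzyme; medium: Tris/NaCl/DTT buffer, pH 7.5; also added: substrate SCFSkp2-Nedd8OG, 10 nM; doses: 12.5 µM compound; schedule: 90 min reaction at room temperature; signal: FP; read-out: % inhibition of substrate cleavage by Csn5; benchmarks: substrate-only high control, full reaction low control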
Neddylation inh: inhibitors of cullin neddylation, primary screen, biochemical, TR-FRET, uHTS, NAE and Ubc12 | NEDD8-conjugating enzyme Ubc12 (Homo sapiens) + NEDD8-activating enzyme E1 regulatory … | calls only at 25 µM | actives 0.58% (n = 360,000); in the data active = inhibition above about 36%
FAS TE block: FAS thioesterase domain inhibitors, primary screen, biochemical, fluorescence intensity, uHTS. recombinant FAS-TE, OMFH fluorogenic substrate, fluorescence endpoint. AID 602261, 2012. inhibition, % at 15 µM. actives 0.67% (n = 360,000);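 active = compounds whose normalised, plate-corrected inhibition of enzyme fluorescence in the single-dose primary screen is 50% or more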;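 note: 0% = DMSO with enzyme and 100% = substrate without enzyme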
MLLE-PAM2 inh: inhibitors of PABP1 MLLE–PAM2 peptide binding, primary screen, biochemical, fluorescence polarization, FITC-PAM2, GST-MLLE; inhibition, % at 20 µM; Polyadenylate-binding protein 1 (Homo sapiens), P11940; actives 0.36% (n = 360,000); in the data active = inhibition above about 35%, passing the limit was not always enough;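 note: plate controls were DMSO wells with GST-MLLE for no effect and wells lacking GST-MLLE protein for full effect; some results filed as inactive read as strong as hits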
Rin1-Abl PPI inh: inhibitors of Rin1-Abl protein binding, primary screen, biochemical, TR-FRET; inhibition, % at 7.35 µM; actives 0.4% (n = 360,000); in the data active = inhibition above about 5%, passing the limit was not always enough
Rpn11 inh: Rpn11 (PSMD14) deubiquitinase inhibitors, primary screen, biochemical, fluorescence polarization, uHTS; actives 0.59% (n = 360,000); calls only at 20 µM; AID 588493, 2011; 26S proteasome non-ATPase regulatory subunit 14 (Homo sapiens), O00487; human 26S proteasome, Ub4-pepOG fluorescence polarization; 20S core pre-blocked with epoxomicin;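 active = inhibition at 20 µM, scaled to each plate's controls, above about 33%, limit read from the data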
Target sequence (O00487 whole entry, looked up): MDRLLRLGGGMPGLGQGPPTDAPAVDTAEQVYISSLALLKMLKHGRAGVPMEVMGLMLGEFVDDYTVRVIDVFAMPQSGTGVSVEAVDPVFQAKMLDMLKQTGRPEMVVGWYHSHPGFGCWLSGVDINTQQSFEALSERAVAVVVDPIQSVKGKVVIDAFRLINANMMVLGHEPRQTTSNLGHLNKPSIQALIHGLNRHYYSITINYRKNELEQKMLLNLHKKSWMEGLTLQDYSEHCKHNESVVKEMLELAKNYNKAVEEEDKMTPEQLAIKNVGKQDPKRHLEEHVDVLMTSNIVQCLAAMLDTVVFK
MT1-MMP act inh: blockers of MT1-MMP proenzyme processing, primary screen, HT1080 RFP-PRO-GFP cells, GFP/RFP fluorescence | GFP/RFP ratio fluorescence, overnight; percent of plate control window, DMSO zero | actives 0.061% (n = 360,000) | AID 651647, 2012 | Matrix metalloproteinase-14 (Homo sapiens), P50281 | GFP/RFP ratio change, % at 20 µM;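 active = GFP/RFP ratio change of at least 30% with cell ATP level not reduced by more than half and red fluorescence within 50% of control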; note: strong numbers were not always called active
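Assay system: HT1080 cells carrying an RFP-PRO-GFP reporter | Dosing: Single dose of 20 µM compound, 1% DMSO final | Incubation: Cells overnight before dosing, compound overnight, 37 °C, 5% CO2 | Evaluation: GFP/RFP fluorescence ratio | Control set: DMSO and RFP-L50D-GFP cell wells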
An asterisk follows results filed as active; i = inactive; . = not tested or not shown; + = active, no number; & = joins results of further samples.

SMILES	CSN deneddyl inh	MT1-MMP act inh	Neddylation inh	SKN-1 inh	FAS TE block	Rin1-Abl PPI inh	MLLE-PAM2 inh	NadD block	Rpn11 inh
Cc1ccc(-n2nc3c(c2NC(=O)CC(C)C)CS(=O)C3)cc1 (stereo unspecified)	5	-2	i	-13	-8	-1	-17	0	i
CCN(CC)c1ccc(N2C(=O)/C(=C\c3cccs3)SC2=S)cc1	4	4	i	14	22	4	4	7	i
COc1ccc(CCN(C)C(=O)c2c(C)nn(CC(C)C)c2Cl)cc1OC	-3	-2	i	0	-3	-2	8	15	i
Cc1c(OCc2nn[nH]n2)ccc2c3c(c(=O)oc12)CCC(C)C3 (stereo unspecified)	4	-2	+	-1	14	-4	9	5	i
O=c1c2ccccc2ncn1CCOCCOc1ccc([N+](=O)[O-])cc1	0	-1	i	16	5	-1	-5	8	i
Nc1nonc1-n1nnc(C(=O)N/N=C/c2cccc(Cl)c2)c1CSc1ccccc1	-6	-1	i	-15	19	-2	0	10	i
CCS(=O)(=O)c1nc(S(=O)(=O)c2ccc(Cl)cc2)c(NCCCN2CCCC2=O)s1	0	7	i	-4	-5	2	3	-5	i
CC(=O)c1ccc(S(=O)(=O)Nc2cc3c(cc2C(C)=O)OCO3)cc1	-4	0	i	1	-3	2	5	-3	i
Cc1cc(C)n2nc(S(=O)(=O)NC(C)(C)C)nc2n1	-17	0	i	1	-3	1	-5	2	i
O=C(COC(=O)/C=C/c1ccc(Cl)cc1)NC1CC1	-4	-1	i	1	-6	3	-13	-1	i
CC(C)n1ncc2c(C(=O)NCCc3ccc(S(N)(=O)=O)cc3)cc(C3CC3)nc21	3	-1	+	0	0	0	3	1	i
COc1ccc(C2C3CCCCC3(O)CCN2C(=O)c2cccs2)cc1 (stereo unspecified)	-2	1	i	-9	-7	-3	1	-3	i
Cc1cccc([C@H]2[C@@H]3C=CCC[C@@H]3C(=O)N2Cc2ccccc2)c1	0	-2	i	0	12	-3	-16	0	i
CN(CCCN1CCOCC1)Cc1nc(-c2ccccc2)no1	3	1	i	21	0	6	-4	4	i
COCCCNC(=O)c1ccc(N(C)S(C)(=O)=O)cc1	-1	2	i	-5	-6	-3	5	-3	i
CC(=O)Nc1ccc(NC(=O)CCn2nnc3ccccc32)cc1	-15	-2	i	14	2	2	-12	-2	i
O=C(N/N=C/c1cc2ccccc2nc1Cl)/C(=C/c1cccs1)NC(=O)c1ccccc1	19	3	i	-14	26	0	-26	18	+
COc1ccccc1C1CCCN1Cc1nc(-c2ccc(C)s2)oc1C (stereo unspecified)	14	-1	i	9	-2	2	-23	1	i
Brc1cccc(-c2cnc3n2CCCCC3)c1	-1	1	i	-8	-4	3	-9	2	i
CCN1CCN(c2ccc(NC(=O)c3cc(S(=O)(=O)N4CCCC4)ccc3Cl)cc2)CC1	6	1	i	16	-2	2	-44	-6	i
Cn1c(N)c(C(=O)COC(=O)C2CC(=O)N(Cc3ccccc3)C2)c(=O)n(C)c1=O (stereo unspecified)	-3	5	i	-8	-1	6	-1	1	i
Cc1nc(-c2ccncc2)sc1C(=O)Nc1ccc(Cl)cc1	-9	3	i	3	-1	-1	-2	-1	i
CCN(CC)CCNc1cc(C)c(C#N)c2nc3ccccc3n12	0	-6	.	18	-5	-1	6	-2	i
CCn1c(-c2c[nH]c3ccccc23)n[nH]c1=S	1	3	i	11	-10	0	-6	9	i
O=C(COc1ccc(-c2ccccc2)cc1)N1CCN(S(=O)(=O)Cc2ccccc2)CC1	-1	9	i	-4	1	0	-9	0	i
Cn1c(Cc2cccs2)nnc1SCC(=O)Nc1ccc(F)cc1F	-2	2	i	-5	-5	2	-16	-2	i
Clc1ccc(-c2cnn3c(-c4ccncc4)ccnc23)cc1	3	-1	i	15	-2	4	0	-2	i
Cc1ncc(CO)c2c1Oc1nc(-c3ccccc3)nc(SCC(=O)N3CCOCC3)c1C2	1	-3	i	17	-5	-3	5	-1	i
Cc1cccc(NC(=O)c2cccc(S(=O)(=O)Nc3c(C)n(C)n(-c4ccccc4)c3=O)c2)c1	3	-3	i	24	-6	-1	0	6	i
Cc1ccc(S(=O)(=O)CC(=O)NC(C)(C)C)cc1	-5	5	i	1	-5	5	11	3	i
O=C1NCCN(CC2CCN(CCc3ccccc3)CC2)C1=O	7	7	i	4	-8	-3	4	5	i
Cc1cccc(NC(=O)C2CC(O)CN2C(=O)OCc2ccccc2)c1 (stereo unspecified)	1	2	i	15	-8	0	-11	-3	i
CCOC(=O)N1CCC(Nc2c(NCCN3CCN(c4ccccc4F)CC3)c(=O)c2=O)CC1	-3&2	3&5	i	-5&-10	-10&-8	4&6	5&2	0&-3	i
CC[C@@H]1Cc2[nH][nH]c(=O)c2[C@H](c2ccc(Cl)cc2)O1	-8	5	i	14	-10	.	.	6	.
CN1CCc2c(c3ccccc3n2C)C1	-1	-1	i	-7	-9	-2	8	-3	i
CC(=O)N(Cc1c(C#N)c2ccccc2n1C)c1ccccc1	5	-1	i	8	0	-3	1	-6	i
Cc1c(Br)cnn1C(C)C(=O)N1CCN(c2ccccc2F)CC1 (stereo unspecified)	-3	3	i	18	-4	-2	0	1	i
O=C(COC(=O)Cc1ccc(Br)cc1)NCC1CCCCC1	-2	6	i	-5	1	-1	-6	-11	i
O[C@H]1C[C@H](c2ccc(Cl)cc2)N(CC2CCCCC2)C[C@@H]1n1cc(-c2ccc(F)cc2)nn1	0	1	i	13	10	3	3	7	i
O=C(Nc1cccc(N2C(=O)C=CC2=O)c1)c1cccs1	5	-1	i	2	4	2	17	9	i

Single entries from above.
In Rin1-Abl PPI inh, COCCCNC(=O)c1ccc(N(C)S(C)(=O)=O)cc1 shows -3
In Rin1-Abl PPI inh, CCN1CCN(c2ccc(NC(=O)c3cc(S(=O)(=O)N4CCCC4)ccc3Cl)cc2)CC1 shows 2
In FAS TE block, COc1ccc(CCN(C)C(=O)c2c(C)nn(CC(C)C)c2Cl)cc1OC shows -3
In SKN-1 inh, COc1ccc(C2C3CCCCC3(O)CCN2C(=O)c2cccs2)cc1 (stereo unspecified) shows -9

Reformatted field by field: entries from further up
> CN1CCc2c(c3ccccc3n2C)C1
  CSN deneddyl inh: -1
  MT1-MMP act inh: -1
  Neddylation inh: i
  SKN-1 inh: -7
  FAS TE block: -9
  Rin1-Abl PPI inh: -2
  MLLE-PAM2 inh: 8
  NadD block: -3
  Rpn11 inh: i
> O=C(Nc1cccc(N2C(=O)C=CC2=O)c1)c1cccs1
  CSN deneddyl inh: 5
  MT1-MMP act inh: -1
  Neddylation inh: i
  SKN-1 inh: 2
  FAS TE block: 4
  Rin1-Abl PPI inh: 2
  MLLE-PAM2 inh: 17
  NadD block: 9
  Rpn11 inh: i
> Cc1cccc(NC(=O)C2CC(O)CN2C(=O)OCc2ccccc2)c1 (stereo unspecified)
  CSN deneddyl inh: 1
  MT1-MMP act inh: 2
  Neddylation inh: i
  SKN-1 inh: 15
  FAS TE block: -8
  Rin1-Abl PPI inh: 0
  MLLE-PAM2 inh: -11
  NadD block: -3
  Rpn11 inh: i

The main list resumes, repeating the 2 entries before the break.
SMILES	CSN deneddyl inh	MT1-MMP act inh	Neddylation inh	SKN-1 inh	FAS TE block	Rin1-Abl PPI inh	MLLE-PAM2 inh	NadD block	Rpn11 inh
O[C@H]1C[C@H](c2ccc(Cl)cc2)N(CC2CCCCC2)C[C@@H]1n1cc(-c2ccc(F)cc2)nn1	0	1	i	13	10	3	3	7	i
O=C(Nc1cccc(N2C(=O)C=CC2=O)c1)c1cccs1	5	-1	i	2	4	2	17	9	i
O=C1CC(c2cccc(F)c2)SC(N(c2ccccc2)c2ccccc2)=N1 (stereo unspecified)	1	4	i	-3	31	-2	5	3	i
N#CCC(=O)Nc1ncc(Cc2ccccc2Cl)s1	-3	-12	i	-2	3	-1	-14	-2	i
CC(=O)Nc1ccc(NC(=O)CSc2nnc3ccc(-c4ccccn4)nn23)cc1	1	2	i	-9	-3	-1	1	-6	i
CCC1=NN(C(=O)c2ccc(C)cc2)C(O)(c2ccc(Br)cc2)C1 (stereo unspecified)	1	2	i	22	17	0	-3	-2	i
CC(C)C1CC(CCNCc2ccc3c(c2)OCO3)(c2ccccc2)CCO1 (stereo unspecified)	2	1	i	-19	-4	0	8	-4	i
COCCSc1ccccc1C(=O)Nc1nccs1	-1	-5	i	9	-7	2	9	-5	i
CCCCn1c(NC(=O)CC)c(C#N)c2nc3ccccc3nc21	0	-4	i	6	-4	0	-26	0	+
Cc1ccc(CNC(=O)COC(=O)c2ccc(S(=O)(=O)NCc3ccco3)cc2)cc1	-1	-2	i	-16	-7	3	-3	-5	i
CCCCN(CC)Cc1ccc(CNC(=S)Nc2ccccc2F)o1	2	3	i	-5	-7	0	22	-4	i
COCCn1c(Cc2ccccc2)nnc1SCC(=O)NC1CCCCC1	1	0	i	7	-4	2	4	-4	i
COc1ccccc1C(=O)NCCC(=O)NCCCSc1ccccc1	-4	4	i	-4	-1	-2	16	-5	i
CCOC(=O)c1ccc(NC(=O)c2c(C)[nH]c(C(=O)OCC)c2C)cc1	-6	11	i	-18	4	5	9	-13	i
CC(=O)Nc1ccc(S(=O)(=O)N(C)CC(=O)NCCC2=CCCCC2)cc1	3	2	i	-7	-4	2	-6	2	i
